SNCA expr inh – inhibitors of alpha-synuclein (SNCA) gene expression. HEK-293 SNCA-luciferase knock-in, luminescence, 24 h. Potency, µM (series often up to 57.2 µM), for inactives: top-dose activity change, negative = inhibition, actives largely listed as inhibitors. 0.17% of 140,000 active. AID 1671194;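 note: potency is the fitted concentration of half-maximal effect; plate controls were DMSO cells for no effect and cell-free wells for full effect; nearly all actives have a fitted effect of over 45% in size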
HEK cytotox – HEK 293 cell cytotoxicity | HEK 293 viability, ATP luminescence (CellTiter-Glo), 48-72 h | Potency, µM (highest dose often 115 µM), without a hit: top-dose activity change, negative = cytotoxicity, most hits filed as inhibitors | 6.6% of 94,000 active | AID 1345083; note: potency is the fitted concentration of half-maximal effect; nearly all actives have a fitted effect of over 60% in size
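Luminescence from cellular ATP, measured with CellTiter-Glo, indicates HEK 293 viability. Cells plated at 250 cells/well are treated with compound for 48 or 72 hr at 37 degree Celsius before reagent addition.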
GPT2 inhibitor – GPT2 alanine aminotransferase inhibition | Q8TD30 | Recombinant GPT2, coupled pyruvate oxidase/HRP Amplex Red fluorescence | Potency, µM (series often up to 57.7 µM), for inactives: at the highest dose activity change, negative = inhibition, actives largely listed as inhibitors | 0.25% of 100,000 active; note: potency is the fitted concentration of half-maximal effect; nearly all actives have a fitted effect of over 60% in size; many of its hits are not listed in these tables
Target sequence (Q8TD30 whole entry, looked up): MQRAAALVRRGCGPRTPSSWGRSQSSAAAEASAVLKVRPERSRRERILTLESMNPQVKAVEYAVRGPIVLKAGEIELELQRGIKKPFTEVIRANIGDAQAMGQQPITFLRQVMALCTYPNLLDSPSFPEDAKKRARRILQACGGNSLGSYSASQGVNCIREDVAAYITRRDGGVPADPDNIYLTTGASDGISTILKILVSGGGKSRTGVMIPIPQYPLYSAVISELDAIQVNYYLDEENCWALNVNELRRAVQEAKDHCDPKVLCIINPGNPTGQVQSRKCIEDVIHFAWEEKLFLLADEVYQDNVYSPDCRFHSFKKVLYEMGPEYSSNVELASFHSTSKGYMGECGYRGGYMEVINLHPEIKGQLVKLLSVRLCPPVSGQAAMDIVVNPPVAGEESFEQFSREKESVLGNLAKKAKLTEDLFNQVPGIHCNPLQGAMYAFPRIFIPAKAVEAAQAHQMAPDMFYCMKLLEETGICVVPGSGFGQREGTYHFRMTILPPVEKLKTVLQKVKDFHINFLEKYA
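Inhibition is scored from Amplex Red fluorescence generated when pyruvate oxidase and HRP act on pyruvate released by GPT2. Reactions contain 10ng/uL enzyme, 250uM a-KG and 2mM L-alanine and run 30 min at room temperature.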
IP6K1 inhibitor – inhibitors of human IP6K1. Q92551. IP6K1 kinase, ADP-Glo luminescence, 2 h; hits give low values. activity change, % (series mostly up to about 58 µM). 0.81% of 140,000 active; in the data active = activity change below about -25%
Target sequence (Q92551 whole entry, looked up): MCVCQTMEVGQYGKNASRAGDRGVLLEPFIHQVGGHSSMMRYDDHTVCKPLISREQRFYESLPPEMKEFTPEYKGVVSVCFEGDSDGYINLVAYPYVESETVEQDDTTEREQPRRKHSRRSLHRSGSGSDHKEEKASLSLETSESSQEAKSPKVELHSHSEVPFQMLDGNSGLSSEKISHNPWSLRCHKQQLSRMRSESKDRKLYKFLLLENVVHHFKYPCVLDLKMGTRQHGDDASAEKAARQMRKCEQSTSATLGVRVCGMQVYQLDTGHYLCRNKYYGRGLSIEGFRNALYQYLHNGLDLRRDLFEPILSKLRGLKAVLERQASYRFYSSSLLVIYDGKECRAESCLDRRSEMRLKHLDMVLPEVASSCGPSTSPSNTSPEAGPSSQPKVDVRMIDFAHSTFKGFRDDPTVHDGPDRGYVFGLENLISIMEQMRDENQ
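ADP-Glo luminescence measures ADP made by human IP6K1 during a 2 h RT reaction with ATP/IP6 (mix at 1.3 mM/130 uM); top library doses 57.5 and 19.1 uM final.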
NIH3T3 tox – NIH 3T3 cell cytotoxicity. NIH 3T3 viability, CellTiter-Glo ATP luminescence, 48-72 h. 4.3% of 94,000 active. AID 1345082. Potency, µM (titrated, usually from 96.7 µM), inactives show at the highest dose activity change, negative = cytotoxicity, usual class: inhibitors; note: potency is the fitted concentration of half-maximal effect; nearly all actives have a fitted effect of over 55% in size
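NIH 3T3 cells at 400 cells/well received 23 nL of compound by pintool and were incubated 48 or 72 h at 37 °C. Viability was read as ATP-coupled CellTiter-Glo luminescence.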
Luciferase inh – inhibitors of firefly (Photinus pyralis) luciferase. P08659. purified P. pyralis luciferase, luminescence, biochemical. Potency, µM (series often up to 115 µM), for inactives: at the top dose activity change, negative = inhibition, usual class: inhibitors. 2.5% of 76,000 active. AID 1347043; note: potency is the fitted concentration of half-maximal effect; nearly all actives have a fitted effect of over 65% in size
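FLuc 10nM, D-luciferin 10uM, ATP 10uM, Mg acetate 10mM, Tris acetate pH 7.5, Tween/BSA; cpd qHTS; enzyme added last; CCD luminescence.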
SNCA viab count – reduces viability of HEK-293 SNCA reporter cells. Potency, µM (series often up to 57.1 µM), inactives show top-dose activity change, negative = cytotoxicity, hits mostly cytotoxic. 0.12% of 150,000 active. HEK-293-SNCA-luc viability, GF-AFC fluorescence, 24 h;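 note: potency is the fitted concentration of half-maximal effect; 0% = DMSO-treated cells and -100% = medium-only wells without cells; nearly all actives have a fitted effect of over 30% in size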
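HEK-293-SNCA-luc cells (1500/well) plated 24 h, then exposed 24 h to a dilution series; GF-AFC added 30 min at 37C, fluorescence 405/540 nm; normalised to medium-only and DMSO wells, Hill fit.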
Starred values were filed as active, the others as inactive; i = inactive; ? = inconclusive; / = not tested or not shown; [ ] = another dose, or the depositor's remark. Unless noted, calls come from the whole dose curve; as a rule, active = well fitted curve in the direction sought with a large enough effect; inconclusive = small, poorly fitted or top-dose-only effect, or another doubt; inactive = no such curve, though single readings can be large; an effect the other way counts as inactive or inconclusive. Unless noted, % is set by controls: 0 for no effect and ±100 for the full control effect.

SMILES	SNCA expr inh	HEK cytotox	GPT2 inhibitor	IP6K1 inhibitor	NIH3T3 tox	Luciferase inh	SNCA viab count
O=C(NC1CCN(Cc2cccc(-c3ccc(F)c(F)c3)c2)CC1)c1ccc(Cl)cc1	?	2%	?	18	-21%	/	-12%
COc1cc2c(cc1OC)C(CNC(=O)C1CC1)N(C(=O)Nc1ccccc1)CC2 (configuration not stated)	10%	i	i	-5	i	-6%	-8%
COc1ccc(CN2CC(Oc3ccc(F)c(C)c3)C2)cc1	0%[87.6 µM]	89µM*	i	12	?	-4%[172 µM]	10%[87.6 µM]
CC1=C[C@@H](CNCc2cccnc2)[C@H](C(C)C)C[C@H]1Cc1nnc(-c2ccncc2)o1	-19%[87.6 µM]	?	2%[88.5 µM]	10	?	-8%[172 µM]	-5%[87.6 µM]
CCC(C)NC(=O)CNC(=O)c1ccc(-c2cccc(C(F)(F)F)c2)cc1 (configuration not stated)	-13%	35µM*	-10%	-5	-24%	/	-20%[12.5 µM]
CCCNC(=O)C1CCCCc2nnc(-c3ccccc3)n21 (configuration not stated)	3%	1%	i	0	i	/	9%
O=C1CCC2(CCN1Cc1ccccc1)CCN(S(=O)(=O)c1cccs1)CC2	17%	?	-3%	32	?	2%	2%
Cc1ccc2oc(C(=O)Nc3cccc(Cl)c3)cc(=O)c2c1	-8%	/	/	-15	/	/	-1%
O=C(Nc1ccc2[nH]ccc2c1)C1=NO[C@@H]2CN(Cc3ccc(F)cc3)C[C@H]12	-17%[87.6 µM]	?	-15%[88.5 µM]	-9	-25%[138 µM]	-24%[172 µM]	-8%[87.6 µM]
CC(C)CCNC(=O)c1ccc(CN2C(=O)NC3(CCOCC3)C2=O)cc1	27%	-7%	5%	26	-8%	4%	6%
CCOCCCNC(=O)NC(CCC(C)C)c1c(-n2cccc2)sc2c1CCN(C)C2 (configuration not stated)	3%	/	/	-21	/	/	-7%
CCOC(=O)c1cccc(NC(=O)CCCn2c(C)c3cnn(-c4ccccc4)c(=O)c3c2C)c1	-21%	/	/	-6	/	/	-8%
CSCC(=O)N[C@H]1CN(CCCn2nc(C)cc2C)C[C@@H]1C1CC1	11%	-8%	2%	14	-1%	-2%	3%
O=C(Nc1cccc2c(=O)cc(-c3nn[nH]n3)oc12)c1ccc(OCCCCc2ccccc2)cc1	42%[activator]	/	i	-9	/	/	?
CCC(=O)N1CCC2(CC1)CC(C(=O)N1CCOCC1)N(C)C2 (configuration not stated)	23%	-7%	4%	0	5%	-1%	-4%
Cc1ccc(Nc2nc3c(S(=O)(=O)c4ccccc4)nnn3c3ccsc23)c(C)c1	32%[activator]	/	/	-11	/	/	7%
COCCN1CCCCCC(O)c2cc(C(=O)NCc3ccc(F)cc3)ccc21 (configuration not stated)	?	?	-7%	-3	?	-3%	-12%
COc1cc(C2c3c(-c4ccccc4O)n[nH]c3C(=O)N2Cc2ccncc2)ccc1O (configuration not stated)	16%	/	/	33	/	/	-15%
CNC(=O)[C@@H]1C[C@@H](n2cc(CNC(=O)Nc3cc(F)ccc3F)nn2)CN1	-7%	i	-15%	33	4%	1%	-10%
CCOc1ccccc1C(=O)N1CCc2nn(Cc3ccccc3)c(=O)n2CC1	-19%	-2%	-9%	9	-22%	-1%	-5%
Cc1ccccc1-c1nc(CN2CCCC(C(=O)NCc3ccc(Cl)cc3)C2)c(C)o1 (configuration not stated)	9%	/	/	32	/	/	6%
N#Cc1ccc(CN2CCn3c(nnc3-c3ccccc3)C2)cc1	-1%[87.6 µM]	?	1%[88.5 µM]	-16	?	-10%[172 µM]	5%[87.6 µM]
COc1cccc(C(=O)N2CC(F)(F)C[C@H]2c2nc(C)no2)c1OC	?	-11%	i	28	-6%	0%	2%
CCCCc1cc(=O)oc2cc(C)c3c(C)coc3c12	-5%	/	/	6	/	/	7%
COc1ccc(NC(=O)C2CCc3nnc(CNC(=O)NC(C)(C)C)n32)cc1 (configuration not stated)	-2%	2%	i	-14	-17%	/	?

Of the compounds above, 2 contain two or more sulfur atoms:
SMILES	SNCA expr inh	HEK cytotox	GPT2 inhibitor	IP6K1 inhibitor	NIH3T3 tox	Luciferase inh	SNCA viab count
O=C1CCC2(CCN1Cc1ccccc1)CCN(S(=O)(=O)c1cccs1)CC2	17%	?	-3%	32	?	2%	2%
Cc1ccc(Nc2nc3c(S(=O)(=O)c4ccccc4)nnn3c3ccsc23)c(C)c1	32%[activator]	/	/	-11	/	/	7%

Among those listed so far, 3 have a thiophene ring, fused or not:
SMILES	SNCA expr inh	HEK cytotox	GPT2 inhibitor	IP6K1 inhibitor	NIH3T3 tox	Luciferase inh	SNCA viab count
O=C1CCC2(CCN1Cc1ccccc1)CCN(S(=O)(=O)c1cccs1)CC2	17%	?	-3%	32	?	2%	2%
CCOCCCNC(=O)NC(CCC(C)C)c1c(-n2cccc2)sc2c1CCN(C)C2 (configuration not stated)	3%	/	/	-21	/	/	-7%
Cc1ccc(Nc2nc3c(S(=O)(=O)c4ccccc4)nnn3c3ccsc23)c(C)c1	32%[activator]	/	/	-11	/	/	7%

Following part.
SMILES	SNCA expr inh	HEK cytotox	GPT2 inhibitor	IP6K1 inhibitor	NIH3T3 tox	Luciferase inh	SNCA viab count
CCCN(CC1CCOC1)S(=O)(=O)c1ccc(Cl)cc1C (configuration not stated)	-29%	?	i	9	-11%	0%	1%
O=C(NCc1cccs1)c1cc(-c2ccccc2)c2nncn2n1	-6%	?	i	2	-25%	/	-8%
C=C1CC[C@@H]2[C@](C)(CO)[C@H](O)CC[C@@]2(C)[C@@H]1C/C=C1/C(=O)OCC1O (some centres not stated)	/	/	i	14	/	/	?
Cc1ccc(C)c(N2CCN(C(=O)CCS(=O)(=O)c3ccc4c(c3)CC(=O)N4C)CC2)c1	-17%	/	/	-24	/	/	5%
COc1cc(C(CC(=O)NCCC(C)C)N2Cc3ccccc3C2=O)cc(OC)c1OC (configuration not stated)	?	/	/	7	/	/	-4%
COc1ccc(-c2cc3nc4c(c(=O)n3[nH]2)CN(C(=O)c2ccc(Cc3c(C)noc3C)o2)CC4)cc1	?	-27%	3%	14	-23%	?	-10%
NC(N)=NC(=O)c1nc(Cl)c(N)nc1N	2%	/	-6%	-23	/	/	-20%
O=C(Cn1c(=O)c2cccn2c2cccnc21)NCc1ccccc1F	37%[activator]	/	/	4	/	/	8%
CC(C)C1CN(C(=O)CN(C)C2CCNCC2)CCC(=O)N1CC1CC1 (configuration not stated)	1%	-11%	0%	-4	0%	-2%	-4%
COCCN1CCCCCC(O)c2cc(C(=O)NCc3cc(F)cc(F)c3)ccc21 (configuration not stated)	-20%	?	i	-11	?	-1%	-1%
CCCS(=O)(=O)N1CCC(Nc2nccnc2OCC)CC1	?	13%	-5%	3	-23%	0%	14%
COCCN1C(=O)[C@@H]2C[C@@H](CN2Cc2nccn2C)Oc2ccccc21	11%[87.6 µM]	-5%[172 µM]	-1%[88.5 µM]	-8	2%[138 µM]	-4%[172 µM]	3%[87.6 µM]
Cc1ccc(CNC(=O)CCC[C@@H]2[C@H]3CCCN4CCC[C@@H](CN2Cc2ccccc2)[C@@H]34)o1	5%	?	i	-8	-23%	0%	-5%
CCOc1ccc(CNC(=O)c2ccc3c(c2)nc2n3CCOC2)cc1OC	55%[activator]	/	/	-12	/	/	1%
Cc1nn(-c2ccc3nnc(C)n3n2)c(C)c1CCC(=O)Nc1ccc(OC(F)(F)F)cc1	5%	/	/	-11	/	/	-4%
COC(=O)c1ccc(OC)c(CN2C(=O)N(c3ccc(C(C)=O)cc3)S(=O)(=O)c3ccccc32)c1	-19%	/	/	43	/	/	-4%
O=C(O)CCn1ncc2cc(OCC3CCN(C(=O)C4CC4)CC3)ccc21	1%[87.6 µM]	i	4%[88.5 µM]	3	?	?	-1%[87.6 µM]
O=C(NC1CN(c2ccnc3ccnn23)C1)c1ccc(Cl)cc1	33%[activator][87.6 µM]	-19%[172 µM]	-24%[88.5 µM]	34	?	/	-1%[87.6 µM]
Cc1ccc(C(=O)N2CCN(CCn3nc4n(c3=O)CCCC4)CC2)cc1	/	-12%	/	-6	-10%	/	/
Cc1nc2scc(CC(=O)Nc3ccc(F)cc3)n2c(=O)c1-c1cc(C)n(-c2ccccc2F)n1	34%[activator]	-24%	-4%	24	-32%	-1%	9%
Cc1nc(-c2c3n(c(=O)n(Cc4cc(F)ccc4F)c2=O)CCCCC3)no1	-17%	-10%	i	3	-24%	-7%	9%
CCOC(=O)C1(Cc2cccc(Cl)c2)CCCN(C(=O)c2csc(C(C)=O)c2)C1 (configuration not stated)	90%[activator]	40µM*	i	22	-19%	?	-10%
O=C(NCc1ccsc1)c1nc(-c2ccc(Cl)cc2)c2cnccn12	6%	?	i	8	-27%	-4%	18%

A stretch of the results above, for reference:
SMILES	SNCA expr inh	HEK cytotox	GPT2 inhibitor	IP6K1 inhibitor	NIH3T3 tox	Luciferase inh	SNCA viab count
Cc1nc(-c2c3n(c(=O)n(Cc4cc(F)ccc4F)c2=O)CCCCC3)no1	-17%	-10%	i	3	-24%	-7%	9%
CCOC(=O)C1(Cc2cccc(Cl)c2)CCCN(C(=O)c2csc(C(C)=O)c2)C1 (configuration not stated)	90%[activator]	40µM*	i	22	-19%	?	-10%
O=C(NCc1ccsc1)c1nc(-c2ccc(Cl)cc2)c2cnccn12	6%	?	i	8	-27%	-4%	18%

As entered above:
Under HEK cytotox, `O=C(NC1CN(c2ccnc3ccnn23)C1)c1ccc(Cl)cc1` is entered as -19%[172 µM]
Under IP6K1 inhibitor, `CCOc1ccc(CNC(=O)c2ccc3c(c2)nc2n3CCOC2)cc1OC` is entered as -12
Under HEK cytotox, `Cc1ccc(C(=O)N2CCN(CCn3nc4n(c3=O)CCCC4)CC2)cc1` is entered as -12%
Under HEK cytotox, `Cc1nc(-c2c3n(c(=O)n(Cc4cc(F)ccc4F)c2=O)CCCCC3)no1` is entered as -10%

Screening results deposited in PubChem BioAssay by National Center for Advancing Translational Sciences (NCATS).
